# Tau FP inhib = qHTS for Inhibitors of Tau Fibril Formation, Fluorescence Polarization | Microtubule-associated protein tau (Homo sapiens), P10636 | K18 P301L tau heparin fibrillization, Alexa594 FP, 6 h | Potency, µM (highest dose often 57.7 µM), for inactives: top-dose activity, negative = inhibition, hits mostly inhibitors | actives 0.39% (n = 280,000); further: on the % scale 0 is the no-effect control and ±100 the full control effect; nearly all actives have a fitted effect of over 55% in size
# Target sequence (P10636 561-689 P618L limits assumed): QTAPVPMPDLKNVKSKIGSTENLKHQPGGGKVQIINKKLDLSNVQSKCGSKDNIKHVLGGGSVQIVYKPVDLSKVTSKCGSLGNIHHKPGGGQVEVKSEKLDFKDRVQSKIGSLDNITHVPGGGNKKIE
#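 Recombinant K18 P301L […], labeled with Alexa 594 at 0.24 uM over 15 uM unlabeled; heparin inducer 20 uM final; 37 C, 6 hr; FP endpoint.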
# Tau fibril ThT = qHTS for Inhibitors of Tau Fibril Formation, Thioflavin T Binding | Microtubule-associated protein tau (Homo sapiens), P10636 | recombinant tau K18 P301L, heparin-induced fibrillization, ThT fluorescence | Potency, µM (titrated, usually from 57.4 µM), inactives show top-dose activity, negative = inhibition, actives largely listed as inhibitors | actives 2.1% (n = 270,000) | AID 1460, 2008; further: on the % scale 0 is the no-effect control and ±100 the full control effect; nearly all actives have a fitted effect of over 55% in size
#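 K18 P301L tau (15 uM + 0.24 uM Alexa 594-tagged), heparin 20 uM, NaOAc pH 7, 6 h 37 C; ThT 30 uM, 1 h RT, ex 450/em 510 nm.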
# Tau fluor cs = Counterscreen qHTS for Inhibitors of Tau Fibril Formation, Fluorescence Polarization; tau K18 P301L (four-repeat tau fragment) Alexa594 fluorescence, heparin fibrillization; Potency, µM (doses to about 57.7 µM), for inactives: at the top dose activity change, negative = decrease; actives 0.93% (n = 280,000); AID 1463, 2008; further: on the % scale 0 is the no-effect control and ±100 the full control effect; nearly all actives have a fitted effect of over 55% in size
#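 Human K18 P301L tau (15 uM unlabeled plus 0.24 uM Alexa 594-labeled, final) in 100 mM sodium acetate pH 7 was mixed with compound and 20 uM heparin and incubated 6 hr at 37 C.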
# SMN2 splice up = qHTS Assay for Enhancers of SMN2 Splice Variant Expression; HEK293 SMN2-luciferase splicing reporter, luminescence, 30-36 h; Potency, µM (doses to about 46.1 µM), for the others: at the top dose activity change, positive = activation, hits mostly activators; actives 2.8% (n = 210,000); further: % of control where 0% means no effect; nearly all actives have a fitted effect of over 55% in size
#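 qHTS luciferase splicing reporter: luminescence rises when SMN2 exon 7 is included in transfected HEK293 cells. Compound exposure lasted 30-36 h at 37C, with 4.5 mM final sodium butyrate as control, followed by a ONE-Glo read.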
# HttQ103 aggreg = qHTS Multiplex Assay to Identify Dual Action Probes in a Cell Model of Huntington: Aggregate Formation (GFP); actives 1.1% (n = 220,000); Potency, µM (titrated, usually from 46.1 µM), for inactives: at the highest dose activity change, negative = inhibition, usual class: inhibitors; PC12 HttQ103-GFP aggregates, Acumen cytometry, 40 h; further: on the % scale 0 is the no-effect control and ±100 the full control effect; nearly all actives have a fitted effect of over 60% in size
#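 Read-out: GFP aggregate count by laser scanning cytometer (488 nm excitation, 500-530 nm emission, 1–25 µm objects >6 SD above background). Cells: PC12, inducible HTTex1-Q103-GFP, 100 nM tebufenozide; compounds titrated.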
# KDM4E inh = qHTS Assay for Inhibitors of Human Jumonji Domain Containing 2E (JMJD2E); Lysine-specific demethylase 4E (Homo sapiens), B2RXH2; JMJD2E catalytic domain, FDH-coupled NADH fluorescence (FDH is formaldehyde dehydrogenase); Potency, µM (series often up to 57.1 µM), inactives show at the highest dose activity change, negative = inhibition, usual class: inhibitors; actives 1.6% (n = 230,000); AID 2147, 2009; active means well fitted inhibition curve with a large enough effect, not every such curve was filed as active; inconclusive means small, poorly fitted or top-dose-only effect, or another doubt; inactive means no such curve, though single readings can be large or run the other way;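 further: 0% = wells with enzyme and -100% = buffer wells without enzyme; nearly all actives have a fitted effect of over 50% in size; many of its hits are not listed in these tables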
# Target sequence (B2RXH2 1-337 limits assumed): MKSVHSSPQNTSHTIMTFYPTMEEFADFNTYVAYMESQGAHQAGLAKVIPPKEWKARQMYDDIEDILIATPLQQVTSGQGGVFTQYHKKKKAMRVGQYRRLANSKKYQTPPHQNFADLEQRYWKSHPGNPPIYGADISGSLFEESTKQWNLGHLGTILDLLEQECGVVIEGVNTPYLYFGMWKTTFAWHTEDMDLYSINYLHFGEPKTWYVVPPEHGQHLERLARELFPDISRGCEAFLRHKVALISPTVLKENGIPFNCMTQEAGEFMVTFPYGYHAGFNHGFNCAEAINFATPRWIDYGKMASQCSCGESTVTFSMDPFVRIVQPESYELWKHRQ
# ALDH1A1 inh = qHTS Assay for Inhibitors of Aldehyde Dehydrogenase 1 (ALDH1A1). Aldehyde dehydrogenase 1A1 (Homo sapiens), P00352. Purified ALDH1A1, NADH fluorescence, propionaldehyde substrate. Potency, µM (series often up to 75.3 µM), inactives show at the highest dose activity, negative = inhibition, actives largely listed as inhibitors. actives 7.3% (n = 220,000). AID 1030, 2008; active means well fitted inhibition curve with a large enough effect, not every such curve was filed as active; inconclusive means small, poorly fitted or top-dose-only effect, or another doubt; inactive means no such curve, though single readings can be large or run the other way;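 further: plate controls were no enzyme wells and a reference inhibitor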
# Target sequence (P00352 whole entry, looked up): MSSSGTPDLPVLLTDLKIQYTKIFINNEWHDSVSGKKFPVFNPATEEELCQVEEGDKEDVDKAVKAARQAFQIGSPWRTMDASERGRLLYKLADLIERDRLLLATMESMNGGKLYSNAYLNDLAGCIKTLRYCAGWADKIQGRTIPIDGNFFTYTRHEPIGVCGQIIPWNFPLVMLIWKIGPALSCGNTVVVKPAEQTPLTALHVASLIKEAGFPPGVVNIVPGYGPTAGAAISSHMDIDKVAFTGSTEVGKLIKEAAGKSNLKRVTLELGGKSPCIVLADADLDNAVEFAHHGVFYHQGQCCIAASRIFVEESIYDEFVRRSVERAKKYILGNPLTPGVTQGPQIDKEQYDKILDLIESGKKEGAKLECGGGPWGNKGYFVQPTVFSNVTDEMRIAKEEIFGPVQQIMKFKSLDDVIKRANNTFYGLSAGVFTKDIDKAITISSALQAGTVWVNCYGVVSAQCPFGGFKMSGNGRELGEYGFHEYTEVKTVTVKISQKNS
# HTT ATP protect = qHTS Multiplex Assay to Identify Dual Action Probes in a Cell Model of Huntington: Cytoprotection (ATP). actives 0.14% (n = 230,000). Potency, µM (series often up to 56.4 µM), for the others: cytoprotection (ATP increase), usual class: activators. PC12 HTT-Q103 induced, cytoprotection, ATP luminescence, 40 h;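 further: % of control where 0% means no effect; nearly all actives have a fitted effect of over 45% in size; toxic huntingtin expression switched on by the ecdysone agonist tebufenozide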
#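 Huntington model: PC12 line, ecdysone-inducible HTTQ103 exon1–GFP, tebufenozide 100 nM. Test articles in a dose series. Endpoint luminescence from cellular ATP.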
# Active calls of the source: *; ? = inconclusive; . = no result given; [ ] = another dose, or the depositor's remark. Unless noted, the call rests on the fitted dose curve; in most records, active means well fitted curve in the direction sought with a large enough effect; inconclusive means small, poorly fitted or top-dose-only effect, or another doubt; inactive means no such curve, though single readings can be large; an effect the other way counts as inactive or inconclusive. Potency means the concentration at half of the fitted maximal effect. These rows are one share of the data, so the mix of outcomes need not match the whole.
SMILES,Tau FP inhib,Tau fibril ThT,Tau fluor cs,SMN2 splice up,HttQ103 aggreg,KDM4E inh,ALDH1A1 inh,HTT ATP protect
CCCOC(=O)/C(=C\c1ccc([N+](=O)[O-])o1)NC(=O)c1ccccc1,11%,-14%,-8%,3%,23%,-1%,-3%,1%[10 µM]
COc1ccc(CC(=O)Nc2c(C(=O)Nc3ccccc3F)oc3ccccc23)cc1,-9%,11%,-10%,14%,.,.,.,.
CC(=O)Nc1nnc(-c2ccccn2)o1,-2%,1%,-2%,11%,-2%,?,?,9%[10 µM]
O=C(COC(=O)c1ccc2c(=O)n3c(nc2c1)CCC3)Nc1ccccc1F,-7%,8%,0%,-2%,1%,4%,-4%,1%[1.9 µM]
CC12CN(C(=O)c3ccc(Cl)cc3)C3(C#N)CC1CCC23C (stereo not given),-3%,-4%,-5%,-23%,0%,2%,?,4%
O=C1/C(=C/c2ccsc2)N2CCC1CC2,0%,-3%,-4%,.,9%[9.22 µM],-1%,.,16%[10 µM]
Cn1c(=O)[nH]c(=O)c2c1nc(N1CCN(CCO)CC1)n2CCSc1nc2ccccc2s1,2%,-8%,-3%,8%,1%,-2%,3%,-26%
CC(C)(C)NC(=O)CSC(=Nc1ccccc1F)NC#N,8%,6%,6%,20µM*,2%,8%,1.3µM*,8%[10 µM]
NNC(=O)c1csc(COc2cc(Cl)cc(Cl)c2)n1,-7%[11.6 µM],.,-16%[11.6 µM],.,-6%[9.22 µM],2%,.,-15%[10 µM]
Cc1nn(CC(=O)Nc2ccc3c(c2)oc2ccccc23)c(=O)c2ccccc12,4%,13%,-12%,.,10%,6%,-1%,15%[10 µM]
CCOc1cccc(NC(=O)CSc2nc(C)c3c(c2C#N)CCCC3)c1,-5%,-10%,0%,1%,0%,?,4%,-7%
N#CCN1CCN(CC(=O)Nc2cccc3ccccc23)CC1,-3%,-2%,-3%,-4%,-16%,1%,7%,-6%
Cc1nnc(N2CCN(c3ccccc3F)CC2)c2c1nnn2Cc1ccc(F)cc1,0%,-2%,-12%,-3%,.,.,.,.
Cc1ccc2c(=O)cc(C(=O)Nc3sc4c(c3C(=O)NCC3CCCO3)CCCC4)oc2c1C (stereo not given),-4%,-3%,-4%,-8%,.,.,.,.
CC(NC(=O)CCc1ccccc1)c1cc2c(cc1Cl)OCCO2 (stereo not given),1%,-3%,-1%,-7%,-1%,-4%,?,.
COc1ccc([N+](=O)[O-])cc1NCc1ccco1,-2%,.,-32%,.,14%[9.22 µM],0%,.,-3%[10 µM]
COc1ccc(OCCSc2nc(N)cc(N)n2)cc1,-6%,-7%,-7%,-7%,-14%,0%,?,-38%
O=C(OCn1nnc2ccccc2c1=O)c1ccc(Br)o1,0%,3%,-3%,0%,-15%,4%,3%,23%[10 µM]
Cn1c(=O)c2c(nc(N3CCc4ccccc4C3)n2Cc2ccc(Br)cc2)n(C)c1=O,-6%,-2%,-6%,.,-12%,10%,?,0%
CCN1CCN(S(=O)(=O)c2cc(OCC(=O)NC3CCCCC3)c(C)cc2Cl)CC1,-3%,2%,-5%,.,-27%,-17%,?,-3%[0.074 µM]

# No new results follow: an excerpt of the list.
SMILES,Tau FP inhib,Tau fibril ThT,Tau fluor cs,SMN2 splice up,HttQ103 aggreg,KDM4E inh,ALDH1A1 inh,HTT ATP protect
Cc1nn(CC(=O)Nc2ccc3c(c2)oc2ccccc23)c(=O)c2ccccc12,4%,13%,-12%,.,10%,6%,-1%,15%[10 µM]
CCOc1cccc(NC(=O)CSc2nc(C)c3c(c2C#N)CCCC3)c1,-5%,-10%,0%,1%,0%,?,4%,-7%
N#CCN1CCN(CC(=O)Nc2cccc3ccccc23)CC1,-3%,-2%,-3%,-4%,-16%,1%,7%,-6%
Cc1nnc(N2CCN(c3ccccc3F)CC2)c2c1nnn2Cc1ccc(F)cc1,0%,-2%,-12%,-3%,.,.,.,.
Cc1ccc2c(=O)cc(C(=O)Nc3sc4c(c3C(=O)NCC3CCCO3)CCCC4)oc2c1C (stereo not given),-4%,-3%,-4%,-8%,.,.,.,.
CC(NC(=O)CCc1ccccc1)c1cc2c(cc1Cl)OCCO2 (stereo not given),1%,-3%,-1%,-7%,-1%,-4%,?,.
COc1ccc([N+](=O)[O-])cc1NCc1ccco1,-2%,.,-32%,.,14%[9.22 µM],0%,.,-3%[10 µM]
COc1ccc(OCCSc2nc(N)cc(N)n2)cc1,-6%,-7%,-7%,-7%,-14%,0%,?,-38%

# Further results follow:
SMILES,Tau FP inhib,Tau fibril ThT,Tau fluor cs,SMN2 splice up,HttQ103 aggreg,KDM4E inh,ALDH1A1 inh,HTT ATP protect
C=CCn1c(=S)[nH]c2ccc(Br)cc2c1=O,7%,-2%,-4%,-7%,-25%,-1%,?,-6%[0.074 µM]
CCCCn1nc2cc(C(=O)NCc3cc(C(F)(F)F)cc(C(F)(F)F)c3)ccc2c1OCC,14%,-26%,-23%,-23%,-11%,?,?,13%[10 µM]
O=C(O)CCC(=O)N1CCC[C@H]1C(=O)O,2%,1%,6%,.,1%[9.22 µM],10%,.,-21%[10 µM]
Cc1c(NC(=O)C(C)OC(=O)CCC2CCCC2)c(=O)n(-c2ccccc2)n1C (stereo not given),-14%,-3%,-2%,19%,4%,3%,3%,-15%
O=C(Cc1ccccc1Cl)Nc1nc2ccccc2[nH]1,-3%,-11%,-16%,.,5%[9.22 µM],-4%,25µM*,2%[10 µM]
CC(=O)c1cc(C#N)c(Oc2cc(C)cc(C)c2)nc1C,-3%,2%,-5%,-4%,11%,1%,6%,-7%
CC(=O)c1cccc(NC(=O)C(CC(C)C)NC(=O)C2CCCCC2)c1 (stereo not given),4%,-5%,-8%,-17%,-7%,8%,6%,-15%
CCc1nnc2c(Nc3ccccc3Br)nc3ccccc3n12,-1%,-8%,-6%,6%,.,.,.,.
CCOC(=O)N1CCN(Cc2nc3c(c(=O)[nH]c(=O)n3C)n2Cc2ccccc2C)CC1,-2%,-5%,5%,-17%,7%,2%,?,-32%
Cc1c(C(=O)Nc2ccc(S(N)(=O)=O)cc2)oc2ccc(Cl)cc12,-9%,10%,2%,4%,-11%[9.22 µM],-9%,-4%,5%[10 µM]
Nc1cc(=O)[nH]c(SCC(=O)Nc2ccc(F)c(Cl)c2)n1,-2%,-5%,-19%,2%,-7%,-6%,16%,-10%[10 µM]
O=C(CCCCCN1C(=O)c2cccc3cccc(c23)C1=O)N1CCOCC1,4%,-16%,-2%,-11%,-7%,?,?,19%[10 µM]
COc1ccc(Nc2nc(C(=O)NCCCN3CCOCC3)cs2)cc1,-6%,-19%,-18%,-17%,-7%,-12%,4%,-11%
COc1ccccc1N1C(=O)C2ON(c3ccccc3)C(c3ccc(N(C)C)cc3)C2C1=O (stereo not given),-6%,?,-18%,16%,-16%,-6%,?,8%[10 µM]
COCC(=O)OCC(=O)N1N=C(c2ccc(Cl)cc2)CC1c1ccco1 (stereo not given),2%,-12%,-5%,-7%,?,1%,?,-40%[inhibitor]
COc1ccc(C2C(C(=O)Nc3ccc(C)cc3C)=C(C)Nc3nc(SCc4cccc(C)c4)nn32)c(OC)c1 (stereo not given),-7%,3%,0%,16%,.,.,.,.
COc1ccc(CC(=O)NC2CCN(CC(=O)Nc3ccc4c(c3)OCCO4)CC2)cc1OC,-4%,-13%,-3%,-32%[inhibitor],8%,11%,-8%,7%[10 µM]
COc1cc(NC(=S)Nc2ncccc2C)cc(OC)c1OC,6%,-8%,-5%,8%,10%[9.22 µM],-7%,18µM*,14%
CC(O)C(NC=C1C(=O)OC(C)(C)OC1=O)C(=O)O (stereo not given),4%,15%,11%,.,8%,6%,0%,-24%
COc1ccc(CN(C(=O)c2ccc(-c3ccccc3)[nH]2)C(C(=O)NC(C)(C)C)c2ccncc2)cc1 (stereo not given),1%,?,-20%,-64%[inhibitor],?,3%,?,-20%
CC1=C(C(=O)OCCOc2ccccc2)C(c2ccc(C)o2)C2=C(CC(C)(C)CC2=O)N1 (stereo not given),-1%,-16%,-19%,7%,-29%,?,?,-6%
COc1ccccc1C1(CC(=O)O)CCOC(C(C)C)C1 (stereo not given),8%,-1%,6%,20%,-5%,7%,4%,11%
COc1cc(C(=O)NCC(=O)N/N=C/c2cccs2)cc(OC)c1OC,-14%,0%,-6%,8%,-7%,6%,13%,-1%[10 µM]
O=C(Oc1ccc[nH]c1=O)c1cc([N+](=O)[O-])cc([N+](=O)[O-])c1,0%,-16%,-13%,.,9%[9.22 µM],?,1%,-5%[10 µM]
COc1ccc(S(=O)(=O)N(C)C)cc1NCC(=O)Nc1ccc(F)cc1F,3%,11%,1%,-3%,18%,1%,?,0%[10 µM]
Cc1cccc(NC(=O)CO/N=C/c2ccc3c(c2)OCO3)c1,-3%,?,-20%,0%,11%,-7%,8%,9%[10 µM]
COc1cc(OC)cc(-c2nc3nc(C)c(CCC(=O)Nc4ccc(C)c(C)c4)c(C)n3n2)c1,3%,?,-20%,-10%,.,.,.,.
CCOC(=O)CCc1c(C)nc2c(-c3ccccc3)c(C)[nH]n2c1=O,-7%,-6%,-6%,4%,.,.,.,.

# From PubChem BioAssay
